Assay outcomes as filed in PubChem BioAssay.
Dynein transport – dynein cargo transport inhibition. 3617.4 mouse cells, GR-EGFP nuclear translocation imaging; test concentration mostly 20 µM; stimulated with dexamethasone, 1 µM; hits give low values. z-score, hits read low. hit rate 0.47% among 220,000. AID 1381;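 active = plate z-score of nuclear minus cytoplasmic receptor signal below a set negative limit, without overly bright fluorescence or cell loss, cut at about -3.5 in these data, passing the limit was not always enough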;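 also: z-score of nuclear minus cytoplasmic ring GR-EGFP intensity difference per well; some compounds called inactive have numbers as strong as hits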
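Buffer or medium: Induction medium lacking tetracycline, stripped serum | Also added: Dexamethasone agonist, 1.0 µM final, for 30 min | Timing: 48 h induction, 1 h compound, 30 min dex at 37 °C | Detection: Formaldehyde fixation, Hoechst nuclear stain, 10x automated fluorescence imaging | Measure: Nuclear versus cytoplasmic GR-EGFP signal, averaged per well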
HEK293 NOD2/NF-kB – inhibition of NOD2-driven NF-kB reporter – cell-based, luminescence, uHTS, HEK293 (AID 1566) | inhibition, % at 4 µM; hits with a dose series show EC50 in µM | HEK293 NOD2/NF-kB luciferase reporter, luminescence; higher % means a stronger effect | hit rate 0.63% among 290,000; also: many of its hits are not listed in these tables
KOR beta-arrestin-1 – KOR antagonists, beta-arrestin recruitment, cell-based, luminescence, uHTS (AID 1778). inhibition, % at 10 µM; hits with a dose series show IC50 in µM. KOR beta-arrestin recruitment, luminescence, antagonist mode; higher % means a stronger effect. hit rate 0.091% among 290,000; also: strong numbers were not always called active
NOD1 inhibition – inhibition of NOD1-driven NF-kB reporter – cell-based, luminescence, uHTS, primary screen (AID 1578); hit rate 1% among 290,000; NOD1-driven NF-kB luciferase reporter cells, luminescence; higher % means a stronger effect; inhibition, % at 4 µM; hits with a dose series show EC50 in µM; in the data active = inhibition mostly above about 36%, no sharp cut-off; inactive = mostly below about 34%;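 also: HEK-293T reporter cells stimulated with the NOD1 agonist gamma-tri-DAP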
GPR55 beta-arrestin – GPR55 agonists via beta-arrestin recruitment, primary screen, imaging, U2OS cells, beta-arrestin-GFP redistribution (AID 1961); U2OS GPR55 beta-arrestin-GFP redistribution imaging; higher % means a stronger effect; hit rate 0.048% among 290,000; one-dose activation, % at 10 µM; EC50 in µM for titrated hits;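 active = activation above 40% with more than 50 cells counted in the well; inconclusive = wells holding fewer than 50 cells, flagged as toxic or sparse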;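 also: U2OS osteosarcoma cells stably expressing GPR55 and beta-arrestin-GFP; plate controls were DMSO negative control for no effect and LPI positive control for full effect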
M1AAP inhibition – malaria alanyl aminopeptidase activity blockers – biochemical, fluorogenic H-Leu-NHMec substrate, 1536-well (AID 1445) | recombinant M1AAP, H-Leu-NHMec fluorogenic kinetic assay; higher % means a stronger effect | inhibition, % at 30 µM; hits with a dose series show IC50 in µM | hit rate 0.42% among 220,000;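 active = primary inhibition above the hit cutoff, then over 50% inhibition at one or more dose response concentrations, cut at about 23% in these data, passing the limit was not always enough; inconclusive = conflicting primary data, or primary hits not chosen for dose response; inactive = low primary inhibition, or under 50% at every dose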;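 also: plate controls were DMSO full reaction for no effect and no enzyme background for full effect; strong numbers were not always called active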
P. falciparum M17LAP – P. falciparum M17LAP inhibitors, primary screen, biochemical, fluorogenic H-Leu-NHMec substrate, 1536-well (AID 1619). recombinant M17LAP, H-Leu-NHMec fluorogenic kinetic assay; higher % means a stronger effect. inhibition, % at 30 µM, or IC50 in µM where a hit was titrated. hit rate 0.38% among 220,000;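 active = compound inhibiting the enzyme by more than half at any dose during confirmatory dose-response retesting; inconclusive = strong single-dose inhibitors picked by rank but not retested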;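 also: plate controls were full reaction with DMSO carrier for no effect and no enzyme background for full effect; strong numbers were not always called active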
AID2073 – inhibitors of Mint1-CaV2.2 protein interaction, biochemical, HTRF (AID 2073); one-dose inhibition, % at 20 µM; IC50 in µM for titrated hits; HTRF protein-protein interaction, Mint1-CaV2.2; higher % means a stronger effect; hit rate 0.19% among 290,000; in the data active = inhibition mostly above about 51%, no sharp cut-off; inconclusive = no clear call, values can overlap the other calls; inactive = mostly below about 53%; also: some results filed as inactive read as strong as hits
KOR beta-arrestin-2 – kappa opioid receptor activators – cell-based, luminescence, uHTS, primary screen (AID 1777) | KOR beta-arrestin recruitment, luminescence; higher % means a stronger effect | one-dose activation, % at 10 µM; EC50 in µM for titrated hits | hit rate 0.02% among 280,000; in the data active = activation above about 50%, passing the limit was not always enough; also: a part of the inactive calls stands beside numbers as strong as those of hits
Dynein transport cytoplasmic EGFP – further read-out of Dynein transport, marked with its call; z-score; measured here: cytoplasmic GR-EGFP intensity; hits give high values
Dynein transport nuclear GR-EGFP – recorded beside Dynein transport, whose call it bears; z-score; measured here: nuclear GR-EGFP intensity;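 lower value marks the stronger effect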
Dynein transport cell count – recorded beside Dynein transport, whose call it bears; z-score; measured here: cell count per field
* marks the source's active call; other numbers are inactive results; ? = inconclusive; . = not tested or not shown; [ ] = another dose, or the depositor's remark. Rule as the data show it, unless noted: active = inhibition above about 50%; inactive = the rest.

Every second line gives: Dynein transport	Dynein transport cytoplasmic EGFP	Dynein transport nuclear GR-EGFP	Dynein transport cell count	HEK293 NOD2/NF-kB	KOR beta-arrestin-1	NOD1 inhibition	GPR55 beta-arrestin	M1AAP inhibition	P. falciparum M17LAP	AID2073	KOR beta-arrestin-2
Cc1cc(NC(=O)c2ccc(Br)c(S(=O)(=O)N3CCCC3)c2)no1
 : 0.084	-0.22	0.068	0.49	20%	20%	7%	-0.2%	-2%	-10%	4%	-4.7%
CN(C)c1nc(NCc2ccccc2)nc(N/N=C/c2cccc(Br)c2)n1
 : -0.45	-0.31	0.24	0.14	-13%	-21%	12%	0.8%	5%	3%	7%	-3.2%
Cc1cc2nncn2c2ccccc12
 : -0.19	-0.079	0.23	0.084	1%	-1%	12%	-0.1%	1%	-7%	0%	5.7%
O=C(c1ccc(CNS(=O)(=O)c2cccc(Cl)c2)cc1)N1CCCC1
 : -1.2	-0.19	-0.55	0.35	4%	-4%	-19%	-0.1%	1%	0%	2%	-1.1%
Cc1cc(=O)oc2c3c(cc(OCC(=O)Nc4ccc(CCO)cc4)c12)OC(C)(C)CC3
 : .	.	.	.	34%	6%[20 µM]	1%	-0.2%	.	.	26%	1.3%
CSc1ncccc1C(=O)OCC(=O)C(C)(C)C
 : 0.13	-0.12	0.14	-0.13	4%	5%	-29%	0.2%	1%	5%	4%	-5.0%
Cc1ccc(-n2c(CSc3nc(C)cc(C)n3)n[nH]c2=S)cc1
 : 0.67	-0.34	0.69	-0.44	20%	-28%	-41%	0.2%	-10%	-9%	-20%	-4.7%
Cc1c(Cl)cccc1NC(=O)Nc1cc(C(C)(C)C)on1
 : .	.	.	.	-1%	12%	-7%	-0.1%	.	.	11%	0.9%
CCSc1nnc(N)s1
 : -0.35	-0.18	-0.054	0.11	10%	-2%	4%	0.6%	4%	9%	-1%	-2.3%
Cc1nc(CSc2nnc3scc(-c4ccccc4)n23)cs1
 : -0.53	-0.17	0.08	-0.15	10%	-5%	-10%	0.0%	-2%	-5%	-2%	1.3%
CCc1cccc(NC(=O)C2CCCC2)c1
 : -0.4	-0.3	-0.026	1.4	5%	3%	-20%	-0.2%	9%	4%	3%	-1.3%
CCOc1ccc(NC(=O)Nc2cccc(C)n2)cc1
 : .	.	.	.	-86%	-10%	-17%	-0.1%	.	.	7%	-2.6%
COc1ccccc1C(=O)NC(=S)Nc1ccc(N2CCCC2)cc1
 : -0.058	-0.25	0.06	0.44	7%	-29%	-6%	0.0%	1%	-5%	2%	-0.7%
CCC(=O)N1CCCc2ccccc21
 : 0.59	-0.19	0.9	-0.48	-1%	-24%	-10%	0.3%	3%	4%	3%	13%
O=C(O)c1cccc(-n2cccc2/C=C2/NC(=O)N(c3ccc(Cl)cc3)C2=O)c1
 : -0.42	-0.14	-0.33	0.19	10%	-36%	-19%	0.0%	?	?	9.9µM*	2.8%

Reprinted from the part before: 3 compounds, then new ones.
Every second line gives: Dynein transport	Dynein transport cytoplasmic EGFP	Dynein transport nuclear GR-EGFP	Dynein transport cell count	HEK293 NOD2/NF-kB	KOR beta-arrestin-1	NOD1 inhibition	GPR55 beta-arrestin	M1AAP inhibition	P. falciparum M17LAP	AID2073	KOR beta-arrestin-2
COc1ccccc1C(=O)NC(=S)Nc1ccc(N2CCCC2)cc1
 : -0.058	-0.25	0.06	0.44	7%	-29%	-6%	0.0%	1%	-5%	2%	-0.7%
CCC(=O)N1CCCc2ccccc21
 : 0.59	-0.19	0.9	-0.48	-1%	-24%	-10%	0.3%	3%	4%	3%	13%
O=C(O)c1cccc(-n2cccc2/C=C2/NC(=O)N(c3ccc(Cl)cc3)C2=O)c1
 : -0.42	-0.14	-0.33	0.19	10%	-36%	-19%	0.0%	?	?	9.9µM*	2.8%
Cc1ccc(NC(=O)c2cnccn2)c(OC(F)F)c1
 : -1.1	-0.26	-0.55	-0.18	10%	-35%	-8%	-0.1%	10%	0%	7%	3.8%
O=C(O)/C=C/C(=O)NNC(=O)c1cc(-c2ccccc2)n[nH]1
 : -0.51	-0.25	-0.74	0.84	19%	8%	-20%	-0.1%	17%	15%	-6%	4.8%
c1csc(-c2csc(-c3cccs3)n2)c1
 : 2.7	-0.27	1	-1.2	-24%	-5%	-68%	0.3%	3%	-1%	20%	-4.4%
CCc1cc(C(=O)OC)c(NC(=O)CC2SC(N)=NC2=O)s1 (stereo not drawn)
 : -0.073	-0.35	-0.068	0.39	16%	-67%[20 µM]	-26%	0.2%	-1%	-3%	-6%	-2.0%
CCc1nnc(SCc2ccc(OC(C)C)cc2)n1N
 : 0.45	-0.3	0.63	-0.47	-2%	-10%	0%	-0.1%	2%	-1%	26%	3.9%
O=C(O/N=C\c1ccc(N2CCOCC2)c([N+](=O)[O-])c1)c1ccccc1Cl
 : 0.0046	-0.18	0.71	0.14	22%	4%	23%	-0.1%	7%	9%	-3%	-1.6%
Cc1cc(C)c(NC(=O)CSc2nc(COc3ccccc3)nc3ccccc23)c(C)c1
 : -0.13	-0.47	0.37	0.12	5%	-57%	2%	-0.2%	-2%	11%	8%	4.4%
C[C@H](NC(=O)c1nc[nH]c1C(=O)N[C@@H](Cc1ccccc1)C(=O)OCc1ccccc1)c1ccccc1
 : 0.019	-0.18	0.3	0.025	14%	-1%	-8%	0.1%	-14%	-4%	6%	-1.1%
CC(C)NC(=O)N(O)C1N(Cc2ccc3c(c2)OCO3)C(=S)SC1(C)C (stereo not drawn)
 : 0.76	-0.19	0.2	-0.29	-12%	-12%	-12%	-0.4%	4%	-2%	-4%	-3.6%
O=C(NC1CCN(S(=O)(=O)c2ccc(Cl)cc2)CC1)c1cccnc1
 : .	.	.	.	7%	-21%	20%	-0.3%	.	.	-2%	2.9%
C=CCc1ccc(OC)c(OC)c1
 : .	.	.	.	6%	-7%[20 µM]	-29%	-0.2%	.	.	0%	-2.3%
Cc1ccc(C(=O)O)cc1NC(=O)Nc1ccc2c(c1)OCO2
 : -0.54	-0.27	-0.49	1.4	-6%	-9%	-13%	-0.6%	2%	45%	17%	-1.7%
CN1CCN(c2ccc(NC(=S)NC(=O)/C=C/c3ccco3)cc2)CC1
 : .	.	.	.	-7%	-6%	-3%	0.2%	.	.	-10%	-4.7%
C=CCc1cccc2cc(C(=O)N3CCN(C(=O)OCC)CC3)c(=O)oc12
 : -0.027	-0.23	0.35	0.68	0%	-21%	.	-0.1%	10%	-12%	-6%	-0.7%
COc1cccc(C2CC(=O)NC3=C2C(=O)CCC3)c1 (stereo not drawn)
 : -0.14	-0.22	-0.051	0.22	-1%	-3%	9%	-0.1%	0%	-6%	8%	-2.7%
COc1ccc(NC(=O)N2CCCC2C(=O)Nc2ccc(C)cc2)cc1 (stereo not drawn)
 : -0.85	-0.16	-0.47	1.3	0%	6%	-7%	-0.1%	-3%	2%	0%	-5.7%
Cc1ccc(-n2c(O)c(/C=C3/C(c4ccccc4)=Nc4ccccc43)c(=O)[nH]c2=O)cc1
 : 0.96	0.15	0.88	-1.5	.	-23%	.	-0.3%	18%	-5%	19%	2.8%
CCCC(=O)Nc1ccc(Cl)c(-c2nc3ncccc3o2)c1
 : .	.	.	.	18%	-6%	-1%	0.3%	.	.	19%	0.6%
CCCCN1Cc2c(nc3cc(-c4ccccc4)[nH]n3c2=O)C1=O
 : -0.66	-0.093	-0.34	0.5	4%	22%	-9%	0.2%	15%	-47%	37%	1.4%
Cc1cc(C(=O)Cn2cnc3cc([N+](=O)[O-])ccc3c2=O)c(C)n1CC1CCCO1 (stereo not drawn)
 : -1.1	-0.19	-0.58	0.26	-4%	4%	-41%	-0.3%	8%	6%	26%	-1.9%
CCOC(CNC(=O)c1ccc(CNC(=O)c2ccc(OC)c(OC)c2)cc1)OCC
 : -0.57	-0.28	-0.22	-0.1	22%	9%	-3%	-0.3%	2%	12%	14%	-2.4%
O=C(NC(=S)Nc1ccccc1C(=O)O)c1cncc(Br)c1
 : .	.	.	.	-3%	-14%[20 µM]	-16%	-0.1%	.	.	20%	-4.7%
CCC(C(=O)O)N1C(=O)/C(=C/C(C)=C/c2ccccc2)SC1=S (stereo not drawn)
 : 1	-0.28	0.25	-0.32	-9%	21%	-4%	0.0%	10%	16%	-6%	3.4%
CCN(CC)c1ccc(C2CC(=O)NC3=C2C(=O)CC(C)(C)C3)cc1 (stereo not drawn)
 : -0.5	-0.4	-0.13	0.59	4%	7%	4%	-0.2%	11%	-10%	-11%	-1.1%
Cc1cc(OC(C)C)nc(-c2ccccc2O)n1
 : 2.3	0.88	1.5	-1.8	18%	13%	-3%	-0.2%	-1%	-2%	9%	-1.8%
O=C1CN(c2nnnn2-c2ccccc2)CCN1
 : -0.46	-0.24	-0.39	0.73	-9%	1%	22%	-0.1%	0%	2%	8%	4.9%
COc1cc(NC(=O)CN2C(=O)COc3ccc(S(=O)(=O)N4CCOCC4)cc32)cc(OC)c1
 : .	.	.	.	5%	-10%	-22%	0.2%	.	.	-3%	0.8%
COc1ccc(OC)c(CC(NC(C)=O)C(=O)NC2CCN(c3nnnn3-c3ccccc3)CC2)c1 (stereo not drawn)
 : -0.8	-0.23	0.33	0.25	2%	4%	-3%	0.0%	1%	-6%	10%	3.4%
CCOC(=O)N1CCN(C(=O)CSc2nc(CC)nc3c2c(=O)n(C)c(=O)n3C)CC1
 : -0.49	-0.12	-0.11	-0.57	-2%	-4%	4%	-0.2%	2%	0%	3%	3.1%
Cc1ccc2c(c1)nnn2C1CCN(S(=O)(=O)c2ccc(C(=O)N(C)C)cc2)CC1
 : -0.48	-0.24	-0.025	-0.27	15%	8%	-9%	0.3%	4%	-10%	-5%	-3.5%

AID2073, hit marks shown above.
mol	Dynein transport	Dynein transport cytoplasmic EGFP	Dynein transport nuclear GR-EGFP	Dynein transport cell count	HEK293 NOD2/NF-kB	KOR beta-arrestin-1	NOD1 inhibition	M1AAP inhibition	P. falciparum M17LAP	AID2073	KOR beta-arrestin-2
O=C(O)c1cccc(-n2cccc2/C=C2/NC(=O)N(c3ccc(Cl)cc3)C2=O)c1	-0.42	-0.14	-0.33	0.19	10%	-36%	-19%	?	?	9.9µM*	2.8%

A portion of the library; the hit share may differ from the screen's.
